Screening results: PubChem BioAssay, National Center for Advancing Translational Sciences (NCATS)
IL-2 act – qHTS of IL-2 Activators. IL-2 activation reporter assay, cell-based qHTS; stimulated with anti-CD3/CD4/CD28 beads; in transgenic mouse T cells. activation, % (series mostly up to about 46 µM). hit rate 0.065% among 360,000. AID 652025, 2013; in the data active means activation above about 50%; inconclusive means mostly about 30% to 49%; further: 0% is about no effect
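Readout is EGFP and DsRed signal by fluorescent plate cytometry after 18 h at 37 degrees C. Transgenic mouse T cells (750/well) received compound for 60 min before bead stimulation (anti-CD3, anti-CD4, anti-CD28); memory T cells served as non-tolerant control.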
D3 ag – qHTS of D3 Dopamine Receptor Agonist: qHTS | max activation, % | hit rate 0.58% among 410,000 | D3R DiscoveRx beta-arrestin cells, luminescence, 90 min | AID 652048, 2013; in the data active means max activation above about 30%; further: 0% is about no effect; mostly tested at two doses, the higher about 12 µM
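Agonist mode: compounds and dopamine controls were applied to plated cells for 90 min at 37 degrees C after an overnight attachment at 1500 cells/well. Luminescent read-out followed 30 - 60 minutes at room temperature with DiscoveRx detection reagent.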
HEK293 tox – qHTS of GLP-1 Receptor Inverse Agonists: Cytotox Screen; Potency, µM (doses to about 38.3 µM), without a hit: top-dose activity change, negative = inhibition, usual class: inhibitors; hit rate 0.13% among 410,000; AID 624418, 2012; HEK293 cAMP-luciferase reporter cells, luminescence, 24 h;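 further: loss of luciferase light is scored as toxicity; potency means the concentration at half of the fitted maximal effect; on the % scale 0 is the no-effect control and ±100 the full control effect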
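MLSMR compounds, 24 hr on cells at 37 deg C/5% CO2; luminescence after luciferase reagent (12 min RT). Inhibition counted as the undesired cytotoxic outcome.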
GLP1R ag – qHTS of GLP-1 Receptor Agonists; Glucagon-like peptide 1 receptor (Homo sapiens), P43220; HEK293 GLP-1R CRE-luciferase, luminescence, 4-6 h; cells express a hypersensitive GLP-1R form; Potency, µM (series often up to 45.6 µM), for the others: top-dose activation, usual class: activators; hit rate 0.007% among 380,000; further: potency means the concentration at half of the fitted maximal effect; % of control where 0% means no effect
PI5P4K alpha inh – qHTS for Inhibitors of phosphatidylinositol 5-phosphate 4-kinase (PI5P4K); hit rate 1.2% among 330,000; max response, %; PI5P4Kalpha enzyme, ADP-Glo luminescence, 60 min; active compounds read low; AID 652105, 2013; Phosphatidylinositol 5-phosphate 4-kinase type-2 alpha (Homo sapiens), P48426; active means max response of -50% or lower; inconclusive means between -30% and -50%; inactive means -30% or higher; further: value at the top dose of about 77 µM; on the % scale 0 is the no-effect control and ±100 the full control effect
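PI5P4Kalpha ADP-Glo assay; 5 microM ATP final; 60 min RT reaction; HEPES pH 7.4/EGTA/CHAPS, 5% DMSO; controls lacking substrate or enzyme; luminescent end-point.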
WRN helicase inh – qHTS for Inhibitors of WRN Helicase; Potency, µM (doses to about 114 µM), without a hit: at the highest dose activity change, negative = inhibition, most hits filed as inhibitors; hit rate 0.46% among 360,000; Bifunctional 3'-5' exonuclease/ATP-dependent helicase WRN (Homo sapiens), Q14191; AID 651768, 2012; WRN helicase unwinding, fluorescent forked duplex, kinetic; further: potency means the concentration at half of the fitted maximal effect; on the % scale 0 is the no-effect control and ±100 the full control effect; nearly all actives have a fitted effect of over 55% in size
Target sequence (Q14191 whole entry, looked up): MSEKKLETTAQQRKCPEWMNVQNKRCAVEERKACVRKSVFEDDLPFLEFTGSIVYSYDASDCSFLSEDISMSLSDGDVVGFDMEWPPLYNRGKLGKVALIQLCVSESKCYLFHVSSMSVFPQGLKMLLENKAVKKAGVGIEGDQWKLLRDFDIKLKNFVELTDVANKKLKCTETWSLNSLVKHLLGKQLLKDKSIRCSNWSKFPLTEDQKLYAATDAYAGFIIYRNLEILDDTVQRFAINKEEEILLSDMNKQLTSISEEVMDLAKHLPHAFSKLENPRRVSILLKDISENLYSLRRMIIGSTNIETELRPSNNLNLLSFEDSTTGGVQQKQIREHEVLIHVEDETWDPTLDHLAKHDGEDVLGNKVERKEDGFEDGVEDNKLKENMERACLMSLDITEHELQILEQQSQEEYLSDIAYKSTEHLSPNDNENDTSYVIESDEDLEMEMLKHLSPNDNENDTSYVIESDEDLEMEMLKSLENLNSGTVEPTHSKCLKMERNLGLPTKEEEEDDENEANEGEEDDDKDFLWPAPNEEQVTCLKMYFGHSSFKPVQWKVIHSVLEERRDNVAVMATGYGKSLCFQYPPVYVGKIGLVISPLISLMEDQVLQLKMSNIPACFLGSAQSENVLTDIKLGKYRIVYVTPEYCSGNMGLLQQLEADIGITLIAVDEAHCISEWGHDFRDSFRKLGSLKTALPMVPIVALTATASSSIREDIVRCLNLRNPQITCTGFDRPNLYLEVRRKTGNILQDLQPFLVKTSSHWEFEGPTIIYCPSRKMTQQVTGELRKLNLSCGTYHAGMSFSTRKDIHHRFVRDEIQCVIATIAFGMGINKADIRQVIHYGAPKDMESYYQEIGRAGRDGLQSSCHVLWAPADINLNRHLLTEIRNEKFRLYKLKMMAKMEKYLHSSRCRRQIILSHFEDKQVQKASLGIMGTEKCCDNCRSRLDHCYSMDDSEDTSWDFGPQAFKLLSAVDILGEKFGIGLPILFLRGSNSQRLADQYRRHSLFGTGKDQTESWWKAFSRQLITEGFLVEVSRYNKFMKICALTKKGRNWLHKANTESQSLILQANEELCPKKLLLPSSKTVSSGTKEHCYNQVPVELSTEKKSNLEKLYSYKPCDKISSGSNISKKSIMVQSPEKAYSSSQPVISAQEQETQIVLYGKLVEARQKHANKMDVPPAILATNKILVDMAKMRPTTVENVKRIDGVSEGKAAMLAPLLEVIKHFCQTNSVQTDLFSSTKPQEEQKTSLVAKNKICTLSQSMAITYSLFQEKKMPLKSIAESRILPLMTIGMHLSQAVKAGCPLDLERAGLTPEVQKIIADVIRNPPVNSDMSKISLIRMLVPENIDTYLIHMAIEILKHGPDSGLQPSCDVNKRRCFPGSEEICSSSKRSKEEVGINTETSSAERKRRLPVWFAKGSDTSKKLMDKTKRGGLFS
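Kinetic red-fluorescence monitoring (525/598 nm) tracks WRN helicase activity after 100 nM fluorophore-quencher forked duplex and 2 mM ATP are added to 20 nM enzyme pretreated 15 min at room temperature with compound.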
D3 antag – qHTS of D3 Dopamine Receptor Antagonist: qHTS | D3R cells, DiscoveRx beta-arrestin luminescence, antagonist mode; active compounds read low | max response, negative = inhibition, % | hit rate 2.5% among 360,000; in the data active means max response below about -50%; inconclusive means no clear call, values can overlap the other calls; further: on the % scale 0 is the no-effect control and ±100 the full control effect; mostly tested at two doses, the higher about 12 µM
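Cells expressing the human receptor were seeded at 1500 cells/well, incubated overnight at 37 degrees C in 5% CO2, then exposed to library compounds with dopamine controls for 90 minutes at 37 degrees C before luminescent detection.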
PLK1 PBD block – qHTS for Inhibitors of PLK1-PDB (polo-like kinase 1 - polo-box domain): Primary Screen; Potency, µM, for inactives: max response, negative = inhibition, usual class: inhibitors; AID 720504, 2013; Plk1 PBD binding of FITC phosphopeptide, fluorescence polarization; hit rate 2.8% among 360,000; further: potency means the concentration at half of the fitted maximal effect; series mostly up to about 57 µM; on the % scale 0 is the no-effect control and ±100 the full control effect; nearly all actives have a fitted effect of over 65% in size
GLP-1R inv ag – qHTS of GLP-1 Receptor Inverse Agonists (Inhibition Mode); HEK293 GLP-1R CRE-luciferase, luminescence, 24 h; GLP-1R form is constitutively active; Potency, µM (titrated, usually from 38.3 µM), for inactives: top-dose activity change, negative = inhibition, usual class: inhibitors; hit rate 1.6% among 410,000; AID 624417, 2012; further: potency means the concentration at half of the fitted maximal effect; on the % scale 0 is the no-effect control and ±100 the full control effect; nearly all actives have a fitted effect of over 55% in size
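Using stably transfected HEK293 (constitutively active GLP-1R, cAMP-luciferase reporter), compounds were incubated 24 hr and luciferase measured by luminescence.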
An asterisk follows results filed as active; [ ] = dose if it differs, or a comment. Unless noted, the call rests on the fitted dose curve; in most records, active means well fitted curve in the direction sought with a large enough effect; inconclusive means small, poorly fitted or top-dose-only effect, or another doubt; inactive means no such curve, though single readings can be large; an effect the other way counts as inactive or inconclusive.

CCC(C)C(NC(=O)/C(=C\c1ccccc1)NC(=O)c1ccc(OC)cc1)C(=O)O (stereo not drawn) was read as IL-2 act 0.3, D3 ag 2, HEK293 tox -9%, GLP1R ag 1%, PI5P4K alpha inh -24, WRN helicase inh -24%, D3 antag -2, PLK1 PBD block inconclusive and GLP-1R inv ag 6%.
For O=C(NCCCN1CCOCC1)c1csc2c1CCCC2 the results were IL-2 act -2.7, D3 ag 0, HEK293 tox -1%, GLP1R ag 0%, WRN helicase inh -6%[57.1 µM], D3 antag 11, PLK1 PBD block -4% and GLP-1R inv ag 0%.
COc1cc(OC)cc(C(=O)NC(=S)Nc2ccc(Cl)c(C(=O)O)c2)c1 was read as IL-2 act -0.9, D3 ag -13, HEK293 tox -3%, GLP1R ag -4%, PI5P4K alpha inh -9, WRN helicase inh 1%, D3 antag -21, PLK1 PBD block -13% and GLP-1R inv ag 49%[activator].
CC1CCCN(C(=O)CSc2nnc3n(C4CCCC4)c(=O)c4ccccc4n23)C1 (stereo not drawn) was read as IL-2 act -1.7, D3 ag 47*, HEK293 tox -1%, GLP1R ag -7%, WRN helicase inh -2%, D3 antag 32, PLK1 PBD block -2% and GLP-1R inv ag 8%.
For COc1ccc(C(=O)Nc2cc(C)on2)cc1[N+](=O)[O-] the results were IL-2 act -0.5, D3 ag -3, HEK293 tox -2%, GLP1R ag 5%, PI5P4K alpha inh 1, WRN helicase inh -6%, D3 antag -7, PLK1 PBD block 3% and GLP-1R inv ag 17%.
`CN1CCN(C2=C(Cl)C(=O)N(C3CCCCC3)C2=O)CC1` gave IL-2 act -3.7, D3 ag -8, HEK293 tox 2%, GLP1R ag 24%, WRN helicase inh 1%, D3 antag -14, PLK1 PBD block -8% and GLP-1R inv ag -7%.
CSc1nc2sc3c(c2c(=O)n1C)CCCC3 was read as IL-2 act -0.7, D3 ag 11, HEK293 tox -12%, GLP1R ag 1%, WRN helicase inh -5%, D3 antag 20, PLK1 PBD block -2% and GLP-1R inv ag 40%[activator].
For CCCS(=O)(=O)C/C(N)=N/OC(=O)c1ccc(Cl)cc1 the results were IL-2 act -1.7, D3 ag 2, HEK293 tox 28%, GLP1R ag 4%, PI5P4K alpha inh -1, WRN helicase inh 0%, D3 antag 4, PLK1 PBD block 2% and GLP-1R inv ag 7%.
Screening COc1ccc(C)cc1N1CC(C(=O)Nc2ccccc2N2CCCCC2)CC1=O (stereo not drawn) returned IL-2 act 0.2, D3 ag -2, HEK293 tox -6%, GLP1R ag 4%, PI5P4K alpha inh 4, WRN helicase inh -8%, D3 antag 20, PLK1 PBD block 3% and GLP-1R inv ag inconclusive.
CCCc1nnc(SCC(=O)N2C(C)CCCC2C)n1CC1CCCO1 (stereo not drawn) was read as IL-2 act 0.8, D3 ag -7, HEK293 tox 1%, GLP1R ag 1%, PI5P4K alpha inh -8, WRN helicase inh 5%, D3 antag -20, PLK1 PBD block -6% and GLP-1R inv ag -10%.
Screening CCOc1cc(N2CCOCC2)c(OCC)cc1NC(=O)CN1CCc2ccccc2C1 returned IL-2 act 0.3, D3 ag 0, HEK293 tox -16%, GLP1R ag 12%, PI5P4K alpha inh 0, WRN helicase inh -8%, D3 antag inconclusive, PLK1 PBD block 0% and GLP-1R inv ag 4.5µM*.
Screening O=C(CC1Sc2ccccc2NC1=O)NCc1ccccc1 (stereo not drawn) returned IL-2 act -2.2, D3 ag -4, HEK293 tox -7%, GLP1R ag -1%, PI5P4K alpha inh -1, WRN helicase inh -3%, D3 antag 1, PLK1 PBD block 0% and GLP-1R inv ag -11%.
For CCOc1ccc(S(=O)(=O)NCc2ccccc2Cl)cc1C(N)=O the results were IL-2 act 0.5, D3 ag -4, HEK293 tox 16%, GLP1R ag 4%, PI5P4K alpha inh -11, WRN helicase inh 7%, D3 antag 9, PLK1 PBD block -8% and GLP-1R inv ag 1%.
`CCCCNC(=O)C(CC)Sc1nc2sc(C(=O)OC)c(C)c2c(=O)n1N` (stereo not drawn) gave IL-2 act -2.4, D3 ag -6, HEK293 tox -2%, GLP1R ag -1%, WRN helicase inh 1%, D3 antag 3, PLK1 PBD block -16% and GLP-1R inv ag 7%.
For CCN(CC)C1CCN(C(=O)CCc2nnc(CCCCc3ccccc3)o2)C1 (stereo not drawn) the results were IL-2 act -0.3, D3 ag -7, HEK293 tox 18%[7.66 µM], GLP1R ag 5%, PI5P4K alpha inh -3, WRN helicase inh -5%, D3 antag -9, PLK1 PBD block -8% and GLP-1R inv ag 2%[7.66 µM].
O=S(=O)(c1ccc2nc(-c3ccccc3)[nH]c2c1)N1CCN(c2cccc(Cl)c2)CC1 was read as IL-2 act -2.9, D3 ag 2, HEK293 tox 6%, GLP1R ag 7%, PI5P4K alpha inh 3, WRN helicase inh -5%, D3 antag -1, PLK1 PBD block -7% and GLP-1R inv ag 17%.
For COCCCN1CC(=O)N2C(c3cccc(OC)c3OC)c3[nH]c4ccccc4c3C[C@H]2C1=O (stereo partly drawn) the results were IL-2 act -0.7, D3 ag -1, HEK293 tox -7%, GLP1R ag 24%, PI5P4K alpha inh -1, WRN helicase inh -9%, D3 antag 16, PLK1 PBD block 2% and GLP-1R inv ag 10%.
Screening O=S(=O)(c1ccccc1)c1cnc(-c2cccnc2)nc1-c1ccc(Cl)cc1Cl returned IL-2 act 0.5, D3 ag -10, HEK293 tox 16%, GLP1R ag -14%, PI5P4K alpha inh 10, WRN helicase inh -9%, D3 antag -13, PLK1 PBD block -5% and GLP-1R inv ag -10%.
Screening Cc1[nH]c(C)c(S(=O)(=O)NCCc2ccccc2)c1C(=O)N1CCCC1 returned IL-2 act -4.5, D3 ag -8, HEK293 tox -5%, GLP1R ag 5%, PI5P4K alpha inh 1, WRN helicase inh 18%, D3 antag -6, PLK1 PBD block -1% and GLP-1R inv ag 17%.
Cc1cccc(N=Nc2ccc(O)c3ncccc23)c1 was read as IL-2 act 0.1, D3 ag -2, HEK293 tox -15%, GLP1R ag -6%, PI5P4K alpha inh -29, WRN helicase inh -28%, D3 antag -101*, PLK1 PBD block -14% and GLP-1R inv ag 9%.

Pulled by structure from above (3):
Screening O=S(=O)(c1ccccc1)c1cnc(-c2cccnc2)nc1-c1ccc(Cl)cc1Cl returned IL-2 act 0.5, D3 ag -10, HEK293 tox 16%, GLP1R ag -14%, PI5P4K alpha inh 10, WRN helicase inh -9%, D3 antag -13, PLK1 PBD block -5% and GLP-1R inv ag -10%.
For COCCCN1CC(=O)N2C(c3cccc(OC)c3OC)c3[nH]c4ccccc4c3C[C@H]2C1=O (stereo partly drawn) the results were IL-2 act -0.7, D3 ag -1, HEK293 tox -7%, GLP1R ag 24%, PI5P4K alpha inh -1, WRN helicase inh -9%, D3 antag 16, PLK1 PBD block 2% and GLP-1R inv ag 10%.
Screening O=C(CC1Sc2ccccc2NC1=O)NCc1ccccc1 (stereo not drawn) returned IL-2 act -2.2, D3 ag -4, HEK293 tox -7%, GLP1R ag -1%, PI5P4K alpha inh -1, WRN helicase inh -3%, D3 antag 1, PLK1 PBD block 0% and GLP-1R inv ag -11%.

The list goes on.
`CCOC(=O)Cn1nc(C)c(-c2ccccc2)c1N` gave IL-2 act -3.0, D3 ag 10, HEK293 tox 2%, GLP1R ag -6%, WRN helicase inh 6%, D3 antag 28, PLK1 PBD block -4% and GLP-1R inv ag 1%.
For CCCNC(=O)Cc1c(OC)ccc2cc(Br)ccc12 the results were IL-2 act 0.5, D3 ag -2, HEK293 tox 6%, GLP1R ag -1%, PI5P4K alpha inh -5, WRN helicase inh -9%, D3 antag -13, PLK1 PBD block inconclusive and GLP-1R inv ag inconclusive.
Screening CCOC(=O)C1=C(CC)Nc2ccccc2N/C1=N\S(=O)(=O)c1ccccc1OC returned IL-2 act 0.0, D3 ag -18, HEK293 tox 5%, GLP1R ag -4%, PI5P4K alpha inh 4, WRN helicase inh -5%, D3 antag -2, PLK1 PBD block -6% and GLP-1R inv ag inconclusive.
Cc1cc(-c2n[nH]c(=S)n2CC(C)C)cs1 was read as IL-2 act -0.6, D3 ag 2, HEK293 tox -4%, GLP1R ag 15%, PI5P4K alpha inh -4, WRN helicase inh -18%, D3 antag 0, PLK1 PBD block -25% and GLP-1R inv ag -23%.
Screening CN1/C(=C\C(=O)COC(=O)CNC(=O)c2ccc3ccccc3c2)C(C)(C)c2ccccc21 returned IL-2 act -4.3, D3 ag 1, HEK293 tox -7%, GLP1R ag -5%, PI5P4K alpha inh -14, WRN helicase inh -19%, D3 antag 19, PLK1 PBD block 19µM* and GLP-1R inv ag -3%.
Screening O=C(Nc1ccccc1F)C(=O)c1cn(CC(=O)N2CCCCC2)c2ccccc12 returned IL-2 act 0.7, D3 ag 2, HEK293 tox 10%, GLP1R ag 4%, PI5P4K alpha inh 3, WRN helicase inh 1%, D3 antag -11, PLK1 PBD block -12% and GLP-1R inv ag -12%.
CCNC(=O)C1(C)CCCN(C(=O)c2csc3ccccc23)C1 (stereo not drawn) was read as IL-2 act 0.3, D3 ag -20, HEK293 tox 10%, GLP1R ag -3%, PI5P4K alpha inh 2, WRN helicase inh -6%, D3 antag 5, PLK1 PBD block -8% and GLP-1R inv ag -2%.
For CC(C)(O)C#Cc1ccc(C(=O)N2CCC(C(N)=O)(N3CCCCC3)CC2)cc1 the results were IL-2 act 2.0, D3 ag 3, HEK293 tox 1%, GLP1R ag 0%, PI5P4K alpha inh 2, WRN helicase inh -7%, D3 antag 3, PLK1 PBD block 2% and GLP-1R inv ag -14%.
For COc1ccc2oc(=O)c(-c3nc(C)cs3)cc2c1 the results were IL-2 act -0.7, D3 ag 2, HEK293 tox 162%[activator], GLP1R ag -20%, WRN helicase inh -14%, D3 antag 23, PLK1 PBD block -8% and GLP-1R inv ag 83%[activator].
